Screening results: PubChem, National Center for Advancing Translational Sciences (NCATS)
Pf growth 48h – P. falciparum growth inhibition at 48 hours (one generation); Potency, µM (titrated, usually from 28.7 µM), without a hit: at the top dose activity change, negative = inhibition, actives largely listed as inhibitors; P. falciparum luciferase growth in erythrocytes, 48 h; hit rate 5.9% among 310,000; also: potency is read from the fitted curve at half-maximal effect; % is scaled to controls: 0 for no effect and ±100 for the full control effect
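In quantitative HTS format, infected erythrocytes bearing luciferase-reporter parasites were treated for a single generation at 37 C. Luminescence after adding detection reagent served as the growth measure.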
Shiga toxin inh – inhibitors of Shiga toxin in Vero cells; Vero cells, Shiga toxin protein synthesis inhibition reporter; inhibition, % at 38.7 µM; hit rate 9.2% among 290,000; in the data active = inhibition mostly above about 28%, no sharp cut-off; inactive = mostly below about 43%; also: 0% is about no effect
Tb PYK inh – blocks Trypanosoma brucei pyruvate kinase | Potency, µM (top dose mostly 76.8 µM), for the others: top-dose activity, negative = inhibition, hits mostly inhibitors | hit rate 0.12% among 410,000 | TbPYK enzyme, Kinase-Glo Plus ATP luminescence, 45 min | Q57TT1; also: potency is read from the fitted curve at half-maximal effect; % is scaled to controls: 0 for no effect and ±100 for the full control effect; nearly all actives have a fitted effect of over 50% in size
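Glycolytic pyruvate kinase of T. brucei was incubated with substrate, test compound and 130 uM ADP for 45 minutes at room temperature. Luminescent Kinase-Glo Plus signal was measured after 10 minutes.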
LmPK inhibitor – inhibitors of Leishmania mexicana pyruvate kinase | Q27686 | purified LmPK, Kinase-Glo ATP luminescence, 1 h | Potency, µM (top dose mostly 57.5 µM), for the others: at the top dose activity change, negative = inhibition, most hits filed as inhibitors | hit rate 0.37% among 290,000; also: potency is read from the fitted curve at half-maximal effect; % is scaled to controls: 0 for no effect and ±100 for the full control effect
Target sequence (Q27686 whole entry, looked up): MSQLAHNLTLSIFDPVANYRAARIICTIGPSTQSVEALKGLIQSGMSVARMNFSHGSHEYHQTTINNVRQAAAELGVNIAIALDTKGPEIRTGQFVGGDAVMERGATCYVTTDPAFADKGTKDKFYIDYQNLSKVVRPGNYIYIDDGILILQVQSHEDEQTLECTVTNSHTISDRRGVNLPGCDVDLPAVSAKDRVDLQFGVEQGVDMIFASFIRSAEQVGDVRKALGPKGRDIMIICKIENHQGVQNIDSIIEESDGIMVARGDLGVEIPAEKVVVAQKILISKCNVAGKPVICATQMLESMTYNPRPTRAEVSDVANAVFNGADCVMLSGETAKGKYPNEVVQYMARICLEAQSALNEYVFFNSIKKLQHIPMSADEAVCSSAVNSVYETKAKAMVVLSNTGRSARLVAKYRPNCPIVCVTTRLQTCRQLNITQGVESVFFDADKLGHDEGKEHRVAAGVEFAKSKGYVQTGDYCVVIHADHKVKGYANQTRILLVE
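Kinase-Glo luminescence read after 1 h RT reaction of 0.1 nM LmPK with 0.5 mM PEP and 0.1 mM ADP. Activity scaled between uninhibited and enzyme-free controls.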
CHX counter – counter-screen for Shiga toxin inhibitors: cycloheximide protein synthesis inhibition; max response, %; cell reporter, cycloheximide protein synthesis inhibition counterscreen; hit rate 12% among 300,000; in the data active = max response mostly above about 13%, no sharp cut-off; inactive = mostly below about 14%; also: read at 38.3 µM for the half of the compounds with a filed dose; 0% is about no effect
AMA1-RON2 inh – disrupts binding of P. falciparum AMA1 to RON2; AlphaScreen AMA1-biotinylated RON2 peptide binding; Potency, µM (series often up to 58.2 µM), without a hit: at the highest dose activity change, negative = inhibition, most hits filed as inhibitors; hit rate 0.2% among 360,000; AID 720542;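 also: potency is read from the fitted curve at half-maximal effect; 0% = vehicle wells and -100% = peptide control; nearly all actives have a fitted effect of over 45% in size; some results filed as inactive show a strong effect at the top dose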
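AMA1 (3D7) with his tag at 25 nM final met compounds first, then biotinylated RON2 peptide at 25 nM; detection used donor plus acceptor beads, 10 µg/mL apiece, read by AlphaScreen after 30 min at room temperature.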
Pf growth 96h – inhibits malaria parasite growth, 96 h; P. falciparum luciferase reporter growth, 96 h; Potency, µM (series often up to 28.7 µM), without a hit: top-dose activity change, negative = inhibition, most hits filed as inhibitors; hit rate 6.9% among 320,000; AID 504834; also: potency is read from the fitted curve at half-maximal effect; % is scaled to controls: 0 for no effect and ±100 for the full control effect
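P. falciparum expressing integrated firefly luciferase grown in erythrocytes (2% hematocrit, 0.05% parasitemia final) with compounds for 96 hours at 37 C, 5% CO2. Growth inhibition read as loss of luminescence after adding luciferase detection reagent.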
* marks the source's active call; other numbers are inactive results; ? = inconclusive; nt = no result given; [ ] = another dose, or the depositor's remark. Unless noted, calls follow the shape of the dose curve; as a rule, active = well fitted curve in the direction sought with a large enough effect; inconclusive = small, poorly fitted or top-dose-only effect, or another doubt; inactive = no such curve, though single readings can be large; an effect the other way counts as inactive or inconclusive.

SMILES | Pf growth 48h | Shiga toxin inh | Tb PYK inh | LmPK inhibitor | CHX counter | AMA1-RON2 inh | Pf growth 96h
CCOC(=O)C1(Cc2ccc(Cl)cc2)CCN(C(=O)c2cc(C)nc(C)n2)CC1 | 1% | -2 | 2% | 4% | -3 | -15% | ?
CN1CCN(c2ccc([N+](=O)[O-])cc2S(=O)(=O)N2CCOCC2)CC1 | 1% | -13 | 0% | 4% | -3 | 0% | 38%[activator]
COc1ccc(CCNC(=O)c2cc(-c3cc(C)cc(C)c3O)n[nH]2)cc1OC | ? | 10 | 2% | 0% | 2 | 108%[activator] | ?
Cc1ccccc1NC(=O)N1CCCC(c2nc(-c3ccc(C(C)C)cc3)no2)C1 (configuration not stated) | -15% | -1 | 2% | 6% | 26* | -13% | -8%
Nc1ncc(Br)cc1S(=O)(=O)NCCC(=O)NCCc1ccccc1 | 5% | 13 | -3% | 0% | 27* | -5% | -15%
N#Cc1c(N)sc(=S)c2c1CCCC2 | -4% | -14 | -13% | 5% | -4 | 34%[activator] | 2%
COc1cccc(CNc2ncnc3ccc(-c4c(C)noc4C)cc23)c1 | 4.1µM* | -4 | 3% | nt | -6 | nt | 5.9µM*
CC(C)(C)OC(=O)NCCc1nnc(SCC(=O)c2ccc(Cl)cc2)o1 | ? | 0 | -7% | 2% | -1 | 3% | -15%
CC(=O)Nc1ccc(NC(=O)c2c(C)nn(Cc3ccccc3Cl)c2C)cc1 | -8% | -6 | 0% | -2% | -4 | 16% | -17%
COc1ccc(OC)c(N/C=C/C(=O)c2ccccc2)c1 | ? | -37 | ? | ? | -3 | 6% | ?
Cc1ccc(C)c(S(=O)(=O)N2CCN(C(=O)[C@H](C)N3C(=O)C4CC=CCC4C3=O)CC2)c1 (some centres not stated) | ? | nt | 1% | nt | nt | -1% | ?
CCOC(=O)N1CCC(NC(=O)C2CCN(S(=O)(=O)c3cnc[nH]3)CC2)CC1 | 10% | -16 | 3% | 2% | 6 | -6% | 9%
C[N+]1(CC(O)COc2ccccc2)CCN(C(=O)c2ccc([N+](=O)[O-])cc2)CC1 (configuration not stated) | 28% | -9 | -9% | -2% | -4 | -6% | ?
C/C(=N\NC(=O)c1ccc([N+](=O)[O-])cc1Cl)c1ccccc1 | 0% | 56* | -11% | 4% | 32* | 10% | 39%[activator]
CCc1c(-c2ccccc2)nc2ccccc2c1C(=O)N1CCC2(CC1)OCCO2 | 8% | 3 | 0% | 3% | -4 | -9% | 62%[activator]
O=C(Nc1ccc(OCC(=O)N2CCOCC2)cc1)Nc1cccc2ccccc12 | -15% | -10 | 4% | 2% | -1 | 2% | 36%
COc1ccc(C(=O)NCc2cccnc2)cc1OC | 27% | -9 | 3% | -4% | 7 | 1% | 24%
Cc1cc(SCC(=O)c2ccccc2)n2nc(C)nc2n1 | 5% | 9 | -1% | 5% | 5 | 12% | 9%
Cc1ccc(C(=O)Nc2cc3ccccc3oc2=O)cc1 | 14% | 32 | ? | 13µM* | 29* | -7% | 11%
Cc1ccc(N2N=C(C(=O)O)CCC2=O)cc1Cl | -8% | -6 | 2% | -4% | -5 | 2% | 9%
COc1cc(/C=C2\SC(=S)N(NS(=O)(=O)c3ccc(C)cc3)C2=O)cc(OC)c1OC | 4.7µM* | 11 | -11% | -2% | 1 | 12% | ?
COc1ccc(S(=O)(=O)N2CCN(c3ccccc3F)CC2)cc1-c1noc(C)n1 | nt | 24 | -4% | nt | 15 | nt | nt
CCN1CCN(C(=O)c2cc(COc3ccc(C(C)=O)cc3OC)on2)CC1 | 46%[activator] | 75* | -8% | 6% | 43* | 0% | -7%
COc1cc(C(=O)NCC(=O)N/N=C(/C)c2cccs2)cc(OC)c1OC | 0% | -15 | 4% | 1% | 1 | 7% | 1.7µM*
Cc1ccc(Nc2c(-c3ccccn3)nc3cccc(C)n23)cc1 | ? | 1 | 0% | 10% | -5 | -84% | ?
Cc1cccc(-c2noc(Cc3ccccc3)n2)c1 | 58%[activator] | 100* | -12% | -10% | 56* | 50%[activator] | 82%[activator]
COc1ccccc1-n1cnnc1SCC(=O)Nc1cccc(S(=O)(=O)N2CCCCC2)c1 | -21% | -12 | nt | -2% | -4 | nt | 21%
CC(=O)c1ccc(N2CCN(S(=O)(=O)c3cn(C)cn3)CC2)cc1 | 17% | 32 | 3% | 5% | 1 | 7% | ?
COc1ccccc1CNS(=O)(=O)c1cc2c3c(c1)CCC(=O)N3CCC2 | -6% | nt | 2% | nt | nt | 1% | -19%
O=C(CSc1ccc2nnc(-c3ccccn3)n2n1)Nc1ccc2c(c1)OCO2 | 3.7µM* | -16 | -18% | 7% | -1 | ? | 1.9µM*
C=C[C@@H]1c2c(F)cccc2N(S(=O)(=O)c2ccc(C)cc2)[C@H](c2ccc(C(=O)OC)cc2)C1(C#N)C#N | 4.1µM* | nt | 3% | nt | nt | -8% | 12µM*
O=C(Nc1cccc(Cl)c1)Nc1nnc(CC2=CCCCC2)s1 | 15µM* | -4 | -1% | 0% | -2 | -22% | ?
O=C(CSc1n[nH]c(-c2ccco2)n1)Nc1ccc(F)cc1 | 8% | 4 | -5% | 4% | -8 | 2% | 3%
CCNC(=O)CP(=O)(c1ccccc1)c1ccccc1 | -2% | 26 | -3% | 1% | 1 | 6% | 8.3µM*
O=C(/C=C/c1ccc(Cl)cc1)c1ccc([N+](=O)[O-])o1 | ? | nt | 1% | nt | nt | 2% | 40%[activator]
CC(C)CCN1CCN(Cc2cccc3cccnc23)CC1CCO (configuration not stated) | 0% | -7 | -12% | 5% | -1 | 5% | ?
CCc1ccc(C2C(C#N)=C(N)N(N(C)C)C3=C2C(=O)CCC3)s1 (configuration not stated) | ? | 9 | -9% | 5% | -2 | 36%[activator] | ?
O=C(NCc1ccc(F)cc1)Nc1ccccc1 | 79%[activator] | 79* | 6% | 8% | 37* | -14% | 0%
O=C(CSc1ccc(-c2ccc(F)cc2)nn1)NCC1CCCO1 (configuration not stated) | 17% | 5 | 1% | 1% | 7 | -6% | 27%
CCc1ccccc1NC(=O)c1ccc([N+](=O)[O-])s1 | ? | -5 | 2% | -1% | -6 | -19% | ?
NS(=O)(=O)c1cccc(NC(=O)COC(=O)/C=C/c2ccco2)c1 | 6% | 27 | -2% | 1% | 0 | -8% | 23%
CC1CCCCN1CCn1cnc2c([nH]c3ccccc32)c1=O (configuration not stated) | 0% | -12 | -9% | -4% | -2 | 8% | -3%
CCOC(=O)c1c(NC(=O)CN2C(=O)C(=O)N(CC(C)C)C2=O)sc(C)c1CC | ? | nt | 0% | nt | nt | 5% | 22%
CCOC(=O)c1cc(NC(=O)NC2CCCCC2)c(C)nc1C | -14% | 14 | 3% | 9% | 15 | -11% | -1%
Cc1c(C(=O)NCCC2=CCCCC2)oc2ccc(S(=O)(=O)N3CCC4(CC3)OCCO4)cc12 | ? | -9 | -1% | 1% | 1 | 22% | -28%
O=C(OCc1cccc([N+](=O)[O-])c1)c1cc(=O)[nH]c2ccccc12 | 31%[activator] | -11 | nt | -4% | 11 | nt | 35%[activator]
COc1ccccc1CC(NC(C)=O)C(=O)NC1CCN(C(=O)Nc2ccccc2C)CC1 (configuration not stated) | 0% | -6 | 2% | 1% | -1 | -3% | 99%[activator]
COc1cc2nc(CN3C(=O)c4ccccc4C3=O)oc(=O)c2cc1OC | 1% | -5 | 5% | 0% | -2 | -1% | -5%
COc1ccc(NS(=O)(=O)c2ccc(NC(C)=O)cc2)cc1OC | -2% | -7 | 5% | 2% | -1 | 0% | 0%
Cc1ccc(OCC(=O)NNC(=O)c2ccco2)c(C)c1 | 6% | 14 | 1% | -1% | 14* | 31%[activator] | 4%
More compounds follow.
SMILES | Pf growth 48h | Shiga toxin inh | Tb PYK inh | LmPK inhibitor | CHX counter | AMA1-RON2 inh | Pf growth 96h
CCCCCn1c(C(C)NC(=O)CCC)nc2ccccc21 (configuration not stated) | -12% | -32 | -2% | 2% | 1 | 3% | -17%
CN1/C(=C/C(=S)NC(=O)C2CCC2)C(C)(C)c2ccccc21 | -2% | 6 | -12% | 4% | 4 | ? | ?
CN(C)Cc1c(C(=O)N/N=C/c2cccc(OCc3ccccc3)c2)nnn1-c1nonc1N | 41%[activator] | -6 | -4% | 7% | 8 | -1% | 47%[activator]
Cc1ccccc1OCC(=O)OCC(=O)NCc1cccs1 | 4% | 9 | -6% | 3% | 0 | -8%[2.32 µM] | 23%
O=C(Nc1ccccc1)c1nccn1Cc1ccc(F)cc1 | 31%[activator] | 64* | -13% | 8% | 28* | 11% | 63%[activator]
CCC(=O)N(Cc1ccco1)c1nc(-c2ccccc2)cs1 | -16% | 3 | nt | -3% | -5 | -15% | ?
CC1(C)S[C@@H]2[C@H](NC(=O)COc3ccccc3)C(=O)N2[C@H]1C(=O)O | 7% | -2 | 11% | nt | 9 | nt | -16%
OCCC1CN(Cc2cccs2)CCN1Cc1ccccc1 (configuration not stated) | 4% | 5 | -1% | -7% | -2 | 12% | 1%
O=C(O)COc1ccccc1/C=C1\SC(=S)N(c2cccnc2)C1=O | 52%[activator] | -8 | -10% | 4% | -4 | -8% | ?
COc1ccccc1OCC(=O)OCC(=O)NCCN1C(=O)CSC1=O | 52%[activator] | -5 | nt | 3% | -4 | 20% | 16%
COCCn1c(SCC(=O)Nc2cccc(C)c2)nnc1C(C)C | 15% | 34 | 8% | -1% | 2 | 4% | 0.17µM*
COc1ccc(C(=O)CSc2nnc(CNc3ccc(F)cc3)o2)cc1 | 7% | 9 | 4% | 8% | -2 | 10% | -30%
CSCCC(NS(=O)(=O)c1ccc2c(c1)oc(=O)n2C)C(=O)NC1CCCCC1 (configuration not stated) | 5% | -16 | 4% | 0% | -3 | 0% | -3%
COc1ccc(OC)c(C2c3[nH]c4ccccc4c3C[C@H]3C(=O)N(C4CC4)CC(=O)N23)c1 (some centres not stated) | ? | -11 | 3% | 2% | -6 | 4% | ?
Cn1c(=O)cc(OCCCC(=O)Nc2ccccn2)c2ccccc21 | -30% | -9 | -7% | -1% | -7 | -12% | ?
CCc1ccc(OCCNC(=O)OCc2ccccc2)cc1 | 19% | 40 | 3% | 0% | -2 | ? | 28%

Structures shown so far containing a furan ring, fused or not, in the order listed:
SMILES | Pf growth 48h | Shiga toxin inh | Tb PYK inh | LmPK inhibitor | CHX counter | AMA1-RON2 inh | Pf growth 96h
O=C(CSc1n[nH]c(-c2ccco2)n1)Nc1ccc(F)cc1 | 8% | 4 | -5% | 4% | -8 | 2% | 3%
O=C(/C=C/c1ccc(Cl)cc1)c1ccc([N+](=O)[O-])o1 | ? | nt | 1% | nt | nt | 2% | 40%[activator]
NS(=O)(=O)c1cccc(NC(=O)COC(=O)/C=C/c2ccco2)c1 | 6% | 27 | -2% | 1% | 0 | -8% | 23%
Cc1c(C(=O)NCCC2=CCCCC2)oc2ccc(S(=O)(=O)N3CCC4(CC3)OCCO4)cc12 | ? | -9 | -1% | 1% | 1 | 22% | -28%
Cc1ccc(OCC(=O)NNC(=O)c2ccco2)c(C)c1 | 6% | 14 | 1% | -1% | 14* | 31%[activator] | 4%
CCC(=O)N(Cc1ccco1)c1nc(-c2ccccc2)cs1 | -16% | 3 | nt | -3% | -5 | -15% | ?

Compounds were not picked by outcome (roughly 21% active in at least one column).
